Screening data: PubChem BioAssay, Broad Institute
esBAF inh – Bmi1 luciferase reporter increase in mESCs, primary screen, esBAF inhibitor project, mouse ES cells, Bmi1 luciferase knock-in, single point; 24 h; 100% = twice the neutral-well signal; reporter increase, % at 12.5 µM; 350,000 compounds, 2% hits; in the data active = activation above about 40%; inconclusive = no clear call, values can overlap the other calls;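 also: 0% = median of the plate's neutral control wells and 100% = double that signal; a rise in the Bmi1 reporter signal indicates esBAF inhibition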
SIRT5 block – SIRT5 desuccinylase inhibitors, primary screen, biochemical, fluorescence imaging, single point, set 5; NAD-dependent protein deacylase sirtuin-5, mitochondrial (Homo sapiens), Q9NXA8; Purified SirT5, succinyl-peptide AMC, trypsin-coupled fluorescence; inhibition, % at 15 µM; 330,000 compounds, 1.1% hits; in the data active = inhibition above about 15%; inconclusive = no clear call, values can overlap the other calls
Target sequence (Q9NXA8 whole entry, looked up): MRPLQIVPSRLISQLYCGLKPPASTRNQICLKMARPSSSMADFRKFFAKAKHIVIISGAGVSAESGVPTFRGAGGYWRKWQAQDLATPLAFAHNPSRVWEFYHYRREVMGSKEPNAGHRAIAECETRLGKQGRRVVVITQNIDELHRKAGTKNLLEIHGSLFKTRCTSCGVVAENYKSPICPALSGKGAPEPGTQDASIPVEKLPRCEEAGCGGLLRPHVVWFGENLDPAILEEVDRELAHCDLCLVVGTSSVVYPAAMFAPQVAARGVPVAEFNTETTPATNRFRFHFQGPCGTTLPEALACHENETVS
miR122 inh – miR-122 Renilla sensor signal increase in Huh7, primary screen, miR-122 inhibitor project, cell-based, single point, plate reader; AID 602342, 2012; 340,000 compounds, 0.3% hits; activation (reporter increase), % at 12.5 µM; Huh7 miR-122 Renilla luciferase sensor, 48 h; neutral wells = 0, positive control = 100;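 active = mean replicate activation score at least 90 and every replicate individually at or above 90; inconclusive = only one of the two criteria met; inactive = neither criterion met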;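 also: higher luciferase means less miR-122 activity so hits act as miR-122 inhibitors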
C2C12 statin – suppressors of statin myotoxicity in C2C12 myotubes, primary screen, cell-based, single point, plate reader; rescue of ATP level, % at 7.49 µM; C2C12 myotubes + simvastatin, ATP luminescence, 48 h; scaled: DMSO 0, geranylgeraniol control 100; AID 602340, 2012; 330,000 compounds, 0.78% hits;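 active = mean ATP rescue above about 67%, or every replicate alone reaching that limit, limit read from the data, passing the limit was not always enough; inconclusive = no clear call, values can overlap the other calls; inactive = mean under the limit and some replicate under it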;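 also: myotubes were challenged with 10 µM simvastatin during compound exposure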
ARNT TACC3 PPI – disruptors of ARNT/TACC3 protein interaction, primary screen, biochemical, AlphaScreen, single concentration; AlphaScreen His-ARNT PAS-B/GST-TACC3 binding, luminescence; TACC3 fragment carries E629A point mutation; 390,000 compounds, 0.66% hits; inhibition, % at 9.99 µM; Transforming acidic coiled-coil-containing protein 3 (Homo sapiens), Q9Y6A5;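 active = mean inhibition of replicates at least 50% and at least half of replicates each reaching 50%; inconclusive = half or more replicates reach 50% but mean below 50%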;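 also: 0% = complete ARNT plus TACC3 wells and 100% = ARNT alone without TACC3; many hits fall short of the cut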
Cneo AK release – Cryptococcus neoformans cell lysis inducers, primary screen, AK release luminescence, single concentration; lysis activity, % at 15 µM; C. neoformans lysis, adenylate kinase release luminescence, 4 h; normalised: neutral wells 0, clomiphene wells 100; 360,000 compounds, 0.2% hits;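 active = mean lysis activity across replicates of at least 80%, whatever share of replicates individually reach that level; inactive = mean lysis activity below 80%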
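Material – log-phase Cryptococcus neoformans yeast cells · Input – 5 × 10^6 yeast cells/mL · Medium – fresh YPD growth medium · Doses – single compound concentration per well · Timing – static 4 h at 37 °C with compound, 1 h detection · Detection – adenylate kinase release luminescence · Read-out – signal increase indicating cell lysis · Control set – Clomiphene as positive lysis control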
ERp5 block – inhibitors of ERp5-driven insulin aggregation, primary screen, biochemical, turbidity, absorbance 650 nm, single point; 350,000 compounds, 0.05% hits; AID 651711, 2012; inhibition, % at 9.99 µM; 90 min;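 active = mean replicate inhibition above about 25%, with every replicate also reaching it, limit read from the data, passing the limit was not always enough; inconclusive = only one of those two criteria met; inactive = neither criterion met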
Target sequence (Q15084 whole entry, looked up): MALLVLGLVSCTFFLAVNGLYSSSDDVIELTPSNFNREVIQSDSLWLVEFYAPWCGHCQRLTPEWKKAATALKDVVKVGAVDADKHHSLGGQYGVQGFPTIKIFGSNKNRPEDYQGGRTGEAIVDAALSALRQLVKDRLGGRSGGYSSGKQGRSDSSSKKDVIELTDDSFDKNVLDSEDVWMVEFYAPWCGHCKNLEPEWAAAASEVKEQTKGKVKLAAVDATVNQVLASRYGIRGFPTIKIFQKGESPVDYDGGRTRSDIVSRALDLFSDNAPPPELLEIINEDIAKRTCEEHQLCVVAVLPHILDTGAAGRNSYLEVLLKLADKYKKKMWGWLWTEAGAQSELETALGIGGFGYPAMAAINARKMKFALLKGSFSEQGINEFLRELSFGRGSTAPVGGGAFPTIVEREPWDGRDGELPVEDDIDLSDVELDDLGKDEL
Starred values were filed as active, the others as inactive; u = inconclusive; x = no result given; & = joins results of further samples; [ ] = another dose, or the depositor's remark. No enrichment for hits (roughly 4% active in at least one column).

SMILES	esBAF inh	SIRT5 block	miR122 inh	C2C12 statin	ARNT TACC3 PPI	Cneo AK release	ERp5 block
Cc1ccc(S(=O)(=O)N[C@@H]2C=C[C@H](CC(=O)NCc3ccc(Cl)c(Cl)c3)O[C@H]2CO)cc1	7	1	x	-11	x	1	-3
CNC(=O)CSc1nc2cc(S(=O)(=O)Nc3ccccc3OC)ccc2o1	-1	2	x	1	-1	-1	-2
COc1ccc(C(=O)N2CCCC(Nc3ccc(C)c(C)c3)C2)cc1 (configuration not stated)	2	-3	1	3	7	4	0
C[C@H](CO)N1C[C@H](C)[C@@H](CN(C)C(=O)CN(C)C)Oc2cc(C#CCC3CCCC3)ccc2S1(=O)=O	-3	-5	8[16.7 µM]	-76	7	4	2
COc1ccc(-c2nn(-c3ccccc3)cc2C(=O)Nc2nc(CC(C)=O)ns2)cc1	5	x	-9	-1	-14	-2	x
COc1cccc(S(=O)(=O)N2C[C@H](O)COC[C@H]3O[C@@H](CC(=O)N4CCOCC4)CC[C@@H]32)c1	-1	1	0[16.7 µM]	1	-5	2	1
O=C(N/N=C/C(Br)=C/c1ccccc1)c1cc(-c2ccco2)[nH]n1	x	2	x	x	11	x	2
Cc1cccc(N(Cc2ccccc2)C(=O)CN2C(=O)NC3(CCCC3)C2=O)c1	-1	-1	-9	-4	1	-1	4
C[C@@H]1CN([C@@H](C)CO)S(=O)(=O)c2ccc(-c3ccncc3)cc2O[C@@H]1CN(C)C(=O)c1cccc(F)c1	-6	1	-9[16.7 µM]	2	x	-5	-5
Cc1ccc(-n2ncc3c(=O)n(CC(=O)N(C(C)C)C(C)C)cnc32)cc1	-3	-3	-17	2	-3	0	0
Cc1nc2c(n1C1CCCCC1)C(=O)c1ccccc1C2=O	8	x	19	-1	1	0	x
Cc1ccc(OCCN2CCN(C)CC2)c([N+](=O)[O-])c1	x	1	x	x	-11	x	-2
CC1CCN(C(=O)CN2C(=O)C(=O)c3ccccc32)CC1	-11	x	4	2	-16	-2	x
CS(=O)(=O)c1ccc(C(=O)OCC(=O)N(CCc2ccccc2)Cc2ccccc2)cc1	0	1	-8	10	13	3	1
O=C(C1CC(=O)N(c2ccccc2)C1)N1CCCCCC1 (configuration not stated)	2	-2	-1	-9	-4	1	-1
CC(C)(C)c1ccc(OCCOc2ccc(C(C)(C)C)cc2NC=O)c(NC=O)c1	-8	-2	x	-90	-5	-1	-3
O=C(CN(c1ccc2c(c1)OCCO2)S(=O)(=O)c1ccccc1)N1CCN(Cc2ccccc2)CC1	0	1	-7	3	-8	0	5
C#CCSc1nnc(-c2ccc(OC)cc2)o1	43*	x	3	13	-2	-3	x
Cc1c(C(=O)O)nnn1-c1nonc1N	0	0	-5	3	6	1	6
O=C(COc1ccccc1-c1ccccc1)Nc1ccc(S(=O)(=O)NCc2ccco2)cc1	1	x	36	2	0	-1	x
CC(=O)N1CCCCN2[C@H](C1)[C@@H](c1ccc(Br)cc1)[C@@H]2CO	-4	-1	7[16.7 µM]	6	-10	-3	-5
N#Cc1cc(-c2ccccc2)[nH]c1-c1nccc2ccccc12	10	-12	-7	-4	2	1	0
O=C(CN1CCN(c2ccc([N+](=O)[O-])cc2)CC1)Nc1nccs1	0	x	-6	-1	-1	1	x
Cc1cc(C(=O)NC2CCCc3c2cnn3-c2ccccc2F)nc(C)n1 (configuration not stated)	-4	-5	3	-8	-12	0	4
CCn1c(=N)c(S(=O)(=O)c2ccc(F)cc2)cc2c(=O)n3ccccc3nc21	x	x	-4	x	3	1	x
COc1ccccc1S(=O)(=O)N[C@H]1CC[C@@H](CCn2cc(C3CC3)nn2)O[C@H]1CO	0	2	x	1	2	15	-2
CCn1c(=NC(=O)CCS(=O)(=O)c2ccccc2)sc2cccc(OC)c21	-27	-2	x	-27	1	-1	2
CCn1cnc2c1c(=O)n(Cc1cccc(Br)c1)c(=O)n2Cc1ccccc1	4	-10	3	38	x	-1	-2
O=C(c1cccnc1)c1ncc(C(F)(F)F)cc1Cl	0	3	0	4	6	-1	u
COc1ccc(-c2cc(C(=O)N3CCC3)c3ccccc3n2)cc1OC	0	-3	x	28	1	-1	6
Cc1c(-c2ccccc2)[n+](=O)c(-c2ccc(Br)cc2)c(C)n1[O-]	x	-3	x	x	-2	-6	3
CC1CCC(C(C)C)C(OC(=O)CSc2nc(N)cc(=O)[nH]2)C1 (configuration not stated)	6	-1	-4	-14	-8	1	-6
O=C(NCc1cccs1)c1cc2c(s1)CS(=O)(=O)C2	x	1	x	x	-3	x	0
C[C@H](CO)N1C[C@H](C)[C@H](CN(C)C(=O)Nc2ccc(F)cc2)Oc2ncc(C#CC(C)(C)O)cc2C1=O	-2	-1	-8[16.7 µM]	-8	-16	-2	-3
FC(F)(F)c1ccc(C2[C@H]3CN(Cc4cccnc4)[C@H](c4ccccc4)C34CC2(c2cccnc2)C4)cc1 (some centres not stated)	1	-1	-9	23	x	0	3&3
COc1ccc(OC(C)C(=O)N2CCC(C)CC2)cc1 (configuration not stated)	6	x	-8	-2	-2	1	x
COc1ccc(C(=O)N2CCC(C(=O)c3c(C)cc(C)cc3C)CC2)cc1	x	-1	x	x	5	x	1
Cc1cc([N+](=O)[O-])ccc1NCc1ccc2c(c1)OCCO2	18	-6	-1	-38	5	8	1
COc1cccc(CN2CCSCC2)c1OC	-7	9	1	-6	14	-2	3
Cc1ccc(-c2c3c(=O)n(C)c(=O)n(C)c3cn2CCCN2CCOCC2)cc1	-6	x	x	-8	-1	-1	x
CCOC(=O)N1CCC(n2c(SCC(=O)NCCC3=CCCCC3)nc3ccccc3c2=O)CC1	9	x	13	11	-4	2	x
C/C(=N\NC(=O)COc1ccc(C)cc1C(C)C)c1ccc(-n2ccnc2)cc1	7	x	6	0	-11	-4	x
[N-]=[N+]=NCC/C=C\C1NS(=O)(=O)OCC1O (configuration not stated)	-2	x	-10	3	-1	0	4
CCNC(=S)N/N=C/c1cccc(C)c1	x	-2	x	x	2	x	-1
CCCCN(CC)Cc1c(O)ccc2c3c(c(=O)oc12)CCC3	x	-101	x	x	-5	x	-2
COc1ccc(Cn2ccnc2SCC(=O)NC2CCCC2)cc1	-7	-3	-1	-4	-6	3	-17
C[C@H](CO)N1C[C@H](C)[C@H](CN(C)Cc2ccncc2)Oc2ccc(NS(=O)(=O)c3cn(C)cn3)cc2CC1=O	-1	2	0[16.7 µM]	-1	0	-1	-3
C[C@@H]1CN([C@@H](C)CO)C(=O)c2cc(NS(=O)(=O)c3cccs3)ccc2O[C@@H](C)CCCCO[C@H]1CN(C)Cc1ccc2c(c1)OCO2	-5	x	-18[16.7 µM]	x	2	25	x

Reprinted at random: two entries already listed.
SMILES	esBAF inh	SIRT5 block	miR122 inh	C2C12 statin	ARNT TACC3 PPI	Cneo AK release	ERp5 block
CCNC(=S)N/N=C/c1cccc(C)c1	x	-2	x	x	2	x	-1
CCCCN(CC)Cc1c(O)ccc2c3c(c(=O)oc12)CCC3	x	-101	x	x	-5	x	-2

Going on with the list:
SMILES	esBAF inh	SIRT5 block	miR122 inh	C2C12 statin	ARNT TACC3 PPI	Cneo AK release	ERp5 block
O=C(N[C@@H]1CC[C@@H](CCNS(=O)(=O)Cc2ccccc2)O[C@@H]1CO)c1ccccc1F	-1	2	4[16.7 µM]	-15	10	-1	1
CSc1nc(N2CCOCC2)c2c3c(sc2n1)CCC3	-5	x	2	98*	-1	13	x
COc1ccc(C2(c3ccc(OC)cc3)NC(=O)N(Cn3nnc4ccccc4c3=O)C2=O)cc1	2	-1	36	-4	9	-1	4
C[C@H]1CCCCO[C@H](CN(C)C(=O)CCCN(C)C)[C@@H](C)CN([C@@H](C)CO)C(=O)c2cc(NC(=O)CCC(F)(F)F)ccc2O1	-1	5	8[16.7 µM]	0	-5	45	-20
COc1cccc(NC(=O)C[C@@H]2CC[C@@H]3[C@H](COc4ccc(NC(=O)C5CC5)cc4C(=O)N3C)O2)c1	0	-3	-1[16.7 µM]	1	-2	-4	-7
Cc1c(NS(=O)(=O)c2cc(C(=O)NCCc3ccc(F)cc3)cc(Cl)c2Cl)c(=O)n(-c2ccccc2)n1C	-4	-2	x	4	3	-5	6
COC(=O)c1cn(C)c2ccc(S(=O)(=O)N3CC(C)CC(C)C3)cc2c1=O (configuration not stated)	x	x	-10	x	-4	-4	x
Cc1ccccc1N(CC(=O)O)S(C)(=O)=O	-3	x	-9	0	-4	x	x
Cc1ccc2[nH]c3c(=O)n(CCN4CCNCC4)cnc3c2c1	-9	x	4	-15	-4	1	x
CSc1nc(N(C)NC(=O)c2ccc(Cl)cc2)c2ccccc2n1	-21	x	62	-47	-4	x	x
O=C(NCCc1ccccc1)c1cc(-c2ccco2)on1	37	0	x	-10	-17	0	-2
c1csc(-c2nnc(NC3CCCCC3)c3ccccc23)c1	x	-4	-13	x	x	-1	7
Cc1ccccc1CSc1nncn1N	1	x	-6	0	4	-4	x
CC(C)(C)NC(=O)CSc1nncn1NCc1c(Cl)cccc1Cl	7	x	-4	-3	-1	2	x
Cc1ccc(-n2c3c(c(=O)[nH]c2=O)C(NS(=O)(=O)c2ccc(Cl)cc2)(C(F)(F)F)C(=O)N3)cc1 (configuration not stated)	2	x	-4	5	0	5	-9
CSc1nc2sc3c(c2c(=O)n1C)CCC3	6	0	2	-4	-11	-1	1
Cc1ccc(C(=O)NCc2ccncc2)cc1S(=O)(=O)N1CCOCC1	x	4	x	x	2	-2	1
COc1cccc(-c2cnc3c(c2)C(=O)N([C@@H](C)CO)C[C@@H](C)[C@@H](CN(C)C(=O)CN(C)C)O3)c1	-10	0	3[16.7 µM]	13	x	4	-1
C[C@@H]1CN([C@@H](C)CO)C(=O)Cc2cc(NS(=O)(=O)c3ccccc3)ccc2O[C@H]1CN(C)Cc1ccc(Oc2ccccc2)cc1	9	14	4[16.7 µM]	22	16	-1	-1
O=C(Oc1ccccc1C(=O)Oc1ccccc1)c1cccnc1	x	-5	x	x	-2	x	14
Cc1noc(C)c1NC(=O)Nc1cccc2c1O[C@H](CN(C)Cc1ccc(C(F)(F)F)cc1)[C@@H](C)CN([C@@H](C)CO)C2=O	3	-4	26[16.7 µM]	32	-1	-2	-3
COc1cccc(NC(=O)Nc2nnc([C@@H]3C[C@H](O)[C@@H](CO)O3)s2)c1	-4	-3	9	5	x	0	-3
CCn1c(O)c(C(C#N)=C2N=c3ccccc3=N2)c2ccccc21	-6	x	6	-11	-6	-2	x
CC(C)(C)C(=O)Nc1ccc(/C=C/C(=O)c2ccco2)cc1	-5	-4	0	1	5	-16	-4
O=C(CSc1n[nH]c(=O)n1C1CC1)c1ccc(F)cc1	x	-2	-7	x	x	0	-1
CCc1ccc(/C=C2/C(=O)N(C)C(=S)N2CC(=O)OC)s1	x	1	x	x	12	x	-1
CC(C)Cn1c(C23CC4CC(CC(C4)C2)C3)n[nH]c1=S	1	-12	1	-11	-2	33	3
COc1ccc(S(=O)(=O)Nc2cc(C(=O)NC3CCCCCC3)ccc2N2CCOCC2)cc1	38	x	-7	-12	1	-1	x
O=C1CN(C(=O)CNCc2ccc(Cl)cc2)c2ccccc2N1	-6	-1	-4	15	6	1	0
CCCNC(=O)N1[C@H](CO)[C@@H]2c3ccccc3N(C(=O)NC(C)C)C[C@@H]21	-1	1	-19[16.7 µM]	-8	4	-2	-2
CCN(CC)S(=O)(=O)c1ccc(C(=O)NC(C)(C)C)cc1	0	1	1	4	-3	-5	-4
Cc1nc(Nc2ccccc2Cl)sc1C(=O)Nc1ccccc1	x	-1	21	x	5	-1	-8
